DUSP1 inh: inhibitors of human MKP-1 phosphatase. hit rate 0.15% among 65,000. recombinant MKP-1, OMFP hydrolysis fluorescence. P28562. inhibition, %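 (compounds tested at a single concentration somewhere between 10 and 100 µM)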;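 active = inhibition above about 50%, limit read from the data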;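 also: 0% = DMSO max control wells and 100% = wells with enzyme stopped by NaOH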
ROCK2 inh: ROCK2 (human) kinase inhibition; purified ROCK2, Kinase-Glo ATP depletion luminescence; inhibition, % at 6 µM; hit rate 0.35% among 60,000;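 active = inhibition above the screen-wide mean inhibition plus 3 SD, cut at about 18% in these data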;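 also: plate controls were DMSO wells for no effect and Y-27632 control wells after no-enzyme background subtraction for full effect; many of its hits are not listed in these tables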
Fluor 339 460: intrinsic fluorescence of library compounds, ex339/em460 – biochemical, MLSMR library, data from DPM-DC assay, artefact control, profiling panel; compound autofluorescence, ex339/em460 nm, NADH buffer; stronger effect = higher value; 1 = no-compound wells, NADH background; fluorescence fold increase at 10 µM; hit rate 5.5% among 65,000;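 active = at 10 µM, mean starting fluorescence two-fold or more over control wells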;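 also: signal is the first read of a kinetic run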
PKA inh: inhibitors of human protein kinase A; P17612; AID 524; inhibition, % at 6 µM; hit rate 0.1% among 65,000; PKA Kemptide phosphorylation, Kinase-Glo ATP luminescence;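 active = inhibition above the screen-wide mean inhibition plus 3 SD, cut at about 21% in these data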; also: many of its hits are not listed in these tables
Cdc25B block: human M-phase inducer phosphatase 2 inhibition. P30305. recombinant Cdc25B, OMFP fluorescence Ex485/Em525. inhibition, %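 (compounds tested at 10 µM final in the well)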. hit rate 0.1% among 65,000. AID 368; in the data active = inhibition above about 50%
Target sequence (P30305 whole entry, looked up): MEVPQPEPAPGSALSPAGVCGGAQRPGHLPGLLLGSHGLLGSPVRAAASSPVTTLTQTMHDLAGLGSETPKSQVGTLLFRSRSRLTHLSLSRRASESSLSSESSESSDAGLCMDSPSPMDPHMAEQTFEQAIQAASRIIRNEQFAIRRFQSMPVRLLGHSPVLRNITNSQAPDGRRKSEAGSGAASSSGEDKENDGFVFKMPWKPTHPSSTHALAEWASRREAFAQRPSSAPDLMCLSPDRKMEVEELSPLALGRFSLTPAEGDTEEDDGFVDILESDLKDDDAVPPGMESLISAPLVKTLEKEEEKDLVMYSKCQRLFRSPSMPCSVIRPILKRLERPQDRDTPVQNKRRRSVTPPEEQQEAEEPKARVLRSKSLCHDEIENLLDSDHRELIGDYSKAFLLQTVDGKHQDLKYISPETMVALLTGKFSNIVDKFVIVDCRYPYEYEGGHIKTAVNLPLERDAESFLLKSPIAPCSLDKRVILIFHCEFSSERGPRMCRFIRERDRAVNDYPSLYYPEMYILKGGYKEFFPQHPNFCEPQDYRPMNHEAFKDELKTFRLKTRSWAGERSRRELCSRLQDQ
HER2 expr 66K: lowers expression of human Her2 kinase. SKBR-3 HER2 protein level, AlphaScreen, 18-24 h; stronger effect = lower value. HER2 level % of control, % at 10 µM. hit rate 0.69% among 65,000. AID 645;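 active = HER2 level under 5% of the carrier-only control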;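 also: 100% = DMSO carrier and 0% = 500 nM PU-H71 HSP90 inhibitor; lower value means stronger loss of Her2 protein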
JNK3 inh: inhibitors of human JNK3 kinase. P53779. inhibition, % at 8 µM. purified JNK3 kinase activity, HTS. hit rate 0.61% among 60,000; in the data active = inhibition above about 17%;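 also: 0% = DMSO and 100% = reference inhibitor; many of its hits are not listed in these tables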
Target sequence (P53779 whole entry, looked up): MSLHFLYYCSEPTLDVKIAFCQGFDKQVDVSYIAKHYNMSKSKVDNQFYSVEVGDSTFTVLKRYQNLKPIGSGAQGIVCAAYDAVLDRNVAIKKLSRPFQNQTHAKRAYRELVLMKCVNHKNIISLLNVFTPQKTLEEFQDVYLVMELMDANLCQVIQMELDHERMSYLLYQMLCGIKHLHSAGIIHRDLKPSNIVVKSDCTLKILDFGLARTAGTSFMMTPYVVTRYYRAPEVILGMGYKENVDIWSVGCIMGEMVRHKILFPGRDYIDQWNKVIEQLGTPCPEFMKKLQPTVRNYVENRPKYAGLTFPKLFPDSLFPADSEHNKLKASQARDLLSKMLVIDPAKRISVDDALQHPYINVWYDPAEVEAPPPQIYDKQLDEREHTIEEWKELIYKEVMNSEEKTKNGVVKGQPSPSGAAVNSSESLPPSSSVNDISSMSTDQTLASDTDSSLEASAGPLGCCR
A340 absorber: compounds absorbing at 340 nm. compound absorbance at 340 nm, fold over control. fold change at 10 µM. 65,000 tested, under 10 active. AID 708;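 active = at 10 µM dose, initial 340 nm absorbance at least 2 fold that of control wells; inactive = change under 2 fold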;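 also: initial absorbance extrapolated from kinetic A340 decline of NADH oxidation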
Hsp90 inh: displaces geldanamycin probe from tumor Hsp90; NCI-N417 lysate Hsp90, Cy3B-geldanamycin FP displacement; P07900; inhibition, % at 30 µM; hit rate 0.35% among 64,000;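 active = inhibition above 50%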;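 also: 0% = tracer plus lysate wells and 100% = tracer alone without lysate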
* marks the source's active call; other numbers are inactive results; / = not tested or not shown.

SMILES	DUSP1 inh	ROCK2 inh	Fluor 339 460	PKA inh	Cdc25B block	HER2 expr 66K	JNK3 inh	A340 absorber	Hsp90 inh
CC(=O)C1=C(C)NC(=O)NC1c1ccc(OC2CCCC2)cc1 (stereo not drawn)	17.2	1.6	1.06	-2.7	-5.6	100.3	3.8	1.02	-12.9
CCOC(=O)Cc1csc(NC(=O)c2ccc(C)o2)n1	-4.3	1.0	1.03	0.8	-2.9	113.0	-5.1	1.05	-4.7
CCC(C)NC(=O)C1CCN(c2nc(C)cc(C)n2)CC1 (stereo not drawn)	-17.7	6.6	1.43	10.1	-8.8	84.1	0.6	0.99	-2.5
Cc1cc(C)n2nc(SCC(=O)N(C)c3ccccc3)nc2n1	-15.9	0.7	1.01	-1.9	4.1	95.5	4.2	0.99	-0.5
COc1cccc(-c2nc(CSCC(=O)N3CCc4ccccc43)c(C)o2)c1	-10.9	0.6	1.13	-3.2	-1.0	100.8	4.3	1.02	-1.1
O=C(CN1CCN(Cc2ccccc2)CC1)N1CCCc2c1c(=O)oc1ccc(O)cc21	0.5	-0.5	1.1	-1.7	21.7	47.0	-3.9	1.03	-2.5
CC1=C(C(=O)OC(C)C)C(c2cccs2)N2C(=O)C(C)SC2=N1 (stereo not drawn)	-4.4	-7.3	1.1	-2.6	2.2	109.8	-8.5	1.08	-1.4
O=C(NCCN1CCOCC1)c1cc(-c2ccc(Br)cc2)on1	-0.6	6.5	0.83	6.2	-10.0	74.9	0.2	1	-3.6
C/C(=C\c1ccco1)C1Nc2cccc3cccc(c23)N1	22.9	-3.2	1.19	-2.1	26.7	42.5	-7.3	1.12	28.2
O=C(c1ccco1)N(c1ccccn1)c1ccccn1	6.7	6.9	1.13	8.3	2.2	88.4	2.1	1.04	1.7
COC(=O)C1=C(C)NC2=C(C(=O)CCC2)C1c1ccsc1 (stereo not drawn)	-5.5	5.0	1.93	8.7	-4.4	110.4	-5.9	1.06	0.7
COC(=O)Cn1cnc2sc(C)c(S(=O)(=O)N3CCC(C)CC3)c2c1=O	4.0	-1.2	1.04	0.5	-4.5	79.5	8.9	1.03	-3.4
COCCn1c(SCC(=O)Nc2cc(C)on2)nnc1-c1c[nH]c2ccccc12	0.5	2.5	1.1	3.9	-2.6	68.5	-3.7	1.02	-2.2
COc1ccccc1N1CCN(C(c2cccs2)c2nnnn2C2CCCC2)CC1 (stereo not drawn)	6.7	-1.2	1.09	2.7	11.7	-30.2*	-4.1	1.03	0.2
CC1=C(C(=O)NCc2ccccn2)C2(CCC(C)CC2)OC1=O (stereo not drawn)	-5.9	4.3	1.03	7.0	-11.2	80.7	-9.3	0.98	-1.7
COc1ccc(OC)c(NC(=O)C2CCN(S(C)(=O)=O)CC2)c1	24.3	9.4	1.14	9.4	-9.5	107.2	-8.8	1.06	15.6
Cc1ccc(S(=O)c2ccc(C)cc2)cc1	1.5	1.3	1.02	6.7	2.4	141.1	5.2	1.03	-1.1
CC(NS(C)(=O)=O)C(c1cccs1)N1CCN(c2ccccc2F)CC1 (stereo not drawn)	37.3	/	1.1	3.8	-9.3	103.1	/	1.06	-1.8
CSc1nc2c(ccc3ccccc32)o1	-0.8	4.7	1.09	6.3	-11.8	78.8	-3.2	0.98	-1.5
Cc1nc(=O)c(-c2ccccc2)c(C)n1-c1ccc(S(N)(=O)=O)cc1	-16.8	6.3	1.06	5.4	7.7	94.5	1.8	1.01	-1.1
N#Cc1cc(Oc2cccc3cccnc23)c(-n2nnc3ccccc32)cc1C#N	-12.5	-7.5	1.13	2.3	16.2	73.2	0.8	1.01	2.6
CCOc1ccc(-c2cc(CCCC(=O)N3CCN(c4ccc(OC)cc4)CC3)no2)cc1	5.6	0.1	1.13	5.5	-3.9	74.0	3.1	1.01	-1.4
O=C(c1ccc(S(=O)(=O)N2CCC(c3nc4ccccc4[nH]3)CC2)cc1)N1CCOCC1	9.4	0.3	1.1	6.8	-4.0	73.1	4.4	1.04	3.3
COc1ccc(C(=O)N(Cc2nc(-c3ccc(C)cc3)no2)C2CCCCC2)cc1OC	9.4	-4.7	1.09	2.8	-11.5	59.5	1.6	1.02	-2.7
CCOC(=O)CN1CC23C=CC(O2)C(C(=O)NCc2ccccc2OC)C3C1=O (stereo not drawn)	3.0	-3.0	1.08	-6.3	5.7	104.1	-5.7	1.06	2.0

Records above printed as active in HER2 expr 66K:
molecule	DUSP1 inh	ROCK2 inh	Fluor 339 460	PKA inh	Cdc25B block	HER2 expr 66K	JNK3 inh	A340 absorber
COc1ccccc1N1CCN(C(c2cccs2)c2nnnn2C2CCCC2)CC1 (stereo not drawn)	6.7	-1.2	1.09	2.7	11.7	-30.2*	-4.1	1.03

(cont.)
SMILES	DUSP1 inh	ROCK2 inh	Fluor 339 460	PKA inh	Cdc25B block	HER2 expr 66K	JNK3 inh	A340 absorber	Hsp90 inh
COc1ccc2nc(SCc3cnc(C)nc3N)[nH]c2c1	6.4	-3.4	1.12	0.7	-16.6	/	-5.3	1.04	-3.9
CC(O)Cc1nsc(NC(=O)c2cccs2)n1 (stereo not drawn)	5.8	2.6	1.05	4.1	-25.6	108.4	1.6	1.13	-5.5
Cn1c(=O)cc(SCC(=O)NCCCN2CCOCC2)c2ccccc21	8.0	-8.6	1.35	-10.2	0.1	102.1	-7.3	1.02	2.0
CCOc1ccccc1C1CC(c2ccc(F)cc2)Nc2nc(N)nn21 (stereo not drawn)	0.7	0.5	1.11	7.0	-7.1	63.9	1.9	1.04	-2.0
CCOC(=O)c1ccccc1NC(=O)c1cncc(Br)c1	2.0	1.3	1.13	1.7	-1.8	68.3	1.7	1.07	-1.2
COc1ccc(N2CC(O)=C(c3nc4ccccc4s3)C2=N)c(OC)c1	-1.8	7.0	1.56	12.6	8.4	91.5	3.2	1.05	-1.4
O=C(CC(SCc1ccco1)c1ccc(O)cc1)c1cccs1 (stereo not drawn)	-4.4	1.9	1.13	3.1	0.4	92.6	-3.4	1.04	-0.5
O=C(NCCCCC(NC(=O)C1CCCCC1)C(=O)O)c1ccccc1 (stereo not drawn)	-2.1	-1.5	1.12	-5.1	-8.3	104.5	-1.6	1.04	-0.6
Cc1cc(=O)n2[nH]c(-c3ccc(F)cc3)nc2n1	-9.5	-2.4	1.1	6.0	-9.2	97.2	-1.2	1.03	-1.8
CCn1c(SCC(=O)N2CCCC2)nnc1-c1ccc(S(=O)(=O)N2CCCCCC2)cc1	22.4	2.5	1.08	2.4	6.0	133.0	6.6	1.03	0.9
Cc1cc(C)n(-c2ccc(Cl)c(C(=O)Nc3ccc(-c4nnc5n4CCCCC5)cc3)n2)n1	7.9	-3.2	1.03	13.9	-13.2	109.6	-2.4	1.01	-0.8
CN(C(=O)COC(=O)c1ccc2c(c1)OCO2)C1CCS(=O)(=O)C1 (stereo not drawn)	19.7	-7.9	1.02	1.2	-18.2	85.8	2.0	1.01	-1.4
CC(=O)C1=C(C)NC(SCSc2ccccc2)=C(C#N)C1c1cccnc1 (stereo not drawn)	2.4	4.1	1.21	9.4	-20.7	79.3	-2.4	1	-3.6
O=c1c2cc3c(cc2[nH]c(=S)n1CCN1CCOCC1)OCO3	0.3	/	1.05	-4.6	-12.6	100.8	/	1.09	-0.7
CCOC(=O)C1CCN(C(=O)Cn2cc(C(=O)c3ccco3)c3ccccc32)CC1	4.9	11.8	1.07	5.5	-11.9	91.5	-2.1	1.19	-15.7
Cc1ccc(-c2nc(C3CCN(S(C)(=O)=O)CC3)no2)cc1	-5.6	1.1	1.07	1.5	-2.4	116.6	3.4	0.97	0.4
Cc1ccc(C(=O)Nc2ccc(O)c(C(=O)O)c2)o1	8.2	6.5	1.2	9.3	-4.0	90.2	4.1	1.1	-0.7
O=C(CSc1ccc2c(c1)OCCO2)NCC1CCCO1 (stereo not drawn)	1.9	6.9	1.09	8.3	0.0	112.3	2.9	0.99	5.3
CCc1ccccc1OCC(=O)NC1CCCC1	0.5	4.9	1.07	4.7	-5.8	99.3	-1.6	1	-3.2
CS(=O)(=O)NC1CCN(Cc2ccccc2)CC1	-6.9	1.8	1.11	6.6	-19.8	134.3	-0.2	1.03	-0.5
CCc1nc2ccccc2c(C(=O)OC2CCOC2=O)c1C (stereo not drawn)	22.6	5.0	0.95	8.2	-6.6	118.6	2.4	1	-1.4
CCOC(=O)C1=C(C)OC(N)=C(C#N)C1c1c(C)nn(-c2ccccc2)c1Cl (stereo not drawn)	4.4	/	1.14	-0.9	-0.9	/	/	1.03	/
CCCCOc1ccc(S(=O)(=O)NCc2csc(C)n2)cc1	3.0	4.5	1.02	3.2	-2.4	143.3	5.1	0.97	1.0
COc1cc2c(cc1NC(=O)CN(C)Cc1nc3ccccc3c(=O)[nH]1)oc1ccccc12	36.0	6.7	1.11	9.7	-3.6	92.4	0.8	1.06	-3.5
CC(NC(=O)C1CCCCC1)C(c1cccs1)N1CCN(C)CC1 (stereo not drawn)	2.6	2.2	1.05	4.5	-1.1	76.8	2.3	1.03	-0.3
Additional records:
SMILES	DUSP1 inh	ROCK2 inh	Fluor 339 460	PKA inh	Cdc25B block	HER2 expr 66K	JNK3 inh	A340 absorber	Hsp90 inh
Cc1ccc(CN2C(=O)CSc3ccc(C(=O)NCCN4CCOCC4)cc32)cc1	9.4	-7.1	1.15	-4.9	-6.2	95.0	0.9	1.04	1.1
Cc1ccc(N(C(=O)C2CCCC2)C2C=CS(=O)(=O)C2)cc1 (stereo not drawn)	7.2	8.1	1.13	9.5	-10.1	/	-3.9	1.03	2.3
CCOCCOCN(C#N)c1nc(OC)nc(N(C)C)n1	6.9	/	1.08	-4.2	10.8	/	/	1.05	/
Cc1ccc(S(=O)(=O)Nc2nsc(N)n2)cc1	-11.8	2.1	1.05	9.3	2.0	110.7	6.7	1.02	-4.5
O=S(=O)(Nc1ccc(S(=O)(=O)N2CCOCC2)cc1)c1ccccc1	8.7	6.4	1.11	8.4	0.2	130.5	-1.5	1.04	0.1
O=S(=O)(NCC1CCCO1)c1ccc(S(=O)(=O)N2CCc3ccccc3C2)cc1 (stereo not drawn)	2.3	4.3	1.05	6.3	-13.1	94.4	-3.1	0.96	-0.1
CCN(CC)S(=O)(=O)c1ccc(Nc2nc3ccccc3n3nnnc23)cc1	14.3	5.2	3.63*	3.6	-5.0	74.3	0.1	1.1	23.6
COc1ccc(C2C(C(=O)OCC(=O)N3CCCCC3)CCC(=O)N2c2ccc(OC)cc2)cc1 (stereo not drawn)	30.5	3.0	1.08	4.3	-9.2	80.3	-2.4	0.99	-3.6
CCOC(=O)C1=C(CSc2nncn2C)NC(=O)NC1c1cc(OCC)ccc1OCC (stereo not drawn)	22.2	1.7	1.11	5.0	-12.4	84.8	-2.1	1.04	-1.3
CC1(C)CC(=O)C(CC(=O)Nc2ccc(S(N)(=O)=O)cc2)=C(O)C1	17.1	12.4	1.09	1.6	0.7	94.2	2.8	1.03	-1.9
Cc1cc(C)n2c(SCc3cccs3)nnc2n1	-7.7	/	1.1	8.2	-8.6	102.7	/	1.06	-1.9

Entries shown so far with a cyano group (four):
SMILES	DUSP1 inh	ROCK2 inh	Fluor 339 460	PKA inh	Cdc25B block	HER2 expr 66K	JNK3 inh	A340 absorber	Hsp90 inh
N#Cc1cc(Oc2cccc3cccnc23)c(-n2nnc3ccccc32)cc1C#N	-12.5	-7.5	1.13	2.3	16.2	73.2	0.8	1.01	2.6
CC(=O)C1=C(C)NC(SCSc2ccccc2)=C(C#N)C1c1cccnc1 (stereo not drawn)	2.4	4.1	1.21	9.4	-20.7	79.3	-2.4	1	-3.6
CCOC(=O)C1=C(C)OC(N)=C(C#N)C1c1c(C)nn(-c2ccccc2)c1Cl (stereo not drawn)	4.4	/	1.14	-0.9	-0.9	/	/	1.03	/
CCOCCOCN(C#N)c1nc(OC)nc(N(C)C)n1	6.9	/	1.08	-4.2	10.8	/	/	1.05	/

Not all compounds are listed (hit frequency here may not be typical).
